TcdB GH inh – blocks C. difficile toxin B glycohydrolase activity; P18177; TcdB glycohydrolase enzymatic assay, plate reader; inhibition, % at 9.99 µM; hit rate 0.24% among 350,000; AID 652162; in the data active means inhibition above about 10%
Target sequence (P18177 whole entry, looked up): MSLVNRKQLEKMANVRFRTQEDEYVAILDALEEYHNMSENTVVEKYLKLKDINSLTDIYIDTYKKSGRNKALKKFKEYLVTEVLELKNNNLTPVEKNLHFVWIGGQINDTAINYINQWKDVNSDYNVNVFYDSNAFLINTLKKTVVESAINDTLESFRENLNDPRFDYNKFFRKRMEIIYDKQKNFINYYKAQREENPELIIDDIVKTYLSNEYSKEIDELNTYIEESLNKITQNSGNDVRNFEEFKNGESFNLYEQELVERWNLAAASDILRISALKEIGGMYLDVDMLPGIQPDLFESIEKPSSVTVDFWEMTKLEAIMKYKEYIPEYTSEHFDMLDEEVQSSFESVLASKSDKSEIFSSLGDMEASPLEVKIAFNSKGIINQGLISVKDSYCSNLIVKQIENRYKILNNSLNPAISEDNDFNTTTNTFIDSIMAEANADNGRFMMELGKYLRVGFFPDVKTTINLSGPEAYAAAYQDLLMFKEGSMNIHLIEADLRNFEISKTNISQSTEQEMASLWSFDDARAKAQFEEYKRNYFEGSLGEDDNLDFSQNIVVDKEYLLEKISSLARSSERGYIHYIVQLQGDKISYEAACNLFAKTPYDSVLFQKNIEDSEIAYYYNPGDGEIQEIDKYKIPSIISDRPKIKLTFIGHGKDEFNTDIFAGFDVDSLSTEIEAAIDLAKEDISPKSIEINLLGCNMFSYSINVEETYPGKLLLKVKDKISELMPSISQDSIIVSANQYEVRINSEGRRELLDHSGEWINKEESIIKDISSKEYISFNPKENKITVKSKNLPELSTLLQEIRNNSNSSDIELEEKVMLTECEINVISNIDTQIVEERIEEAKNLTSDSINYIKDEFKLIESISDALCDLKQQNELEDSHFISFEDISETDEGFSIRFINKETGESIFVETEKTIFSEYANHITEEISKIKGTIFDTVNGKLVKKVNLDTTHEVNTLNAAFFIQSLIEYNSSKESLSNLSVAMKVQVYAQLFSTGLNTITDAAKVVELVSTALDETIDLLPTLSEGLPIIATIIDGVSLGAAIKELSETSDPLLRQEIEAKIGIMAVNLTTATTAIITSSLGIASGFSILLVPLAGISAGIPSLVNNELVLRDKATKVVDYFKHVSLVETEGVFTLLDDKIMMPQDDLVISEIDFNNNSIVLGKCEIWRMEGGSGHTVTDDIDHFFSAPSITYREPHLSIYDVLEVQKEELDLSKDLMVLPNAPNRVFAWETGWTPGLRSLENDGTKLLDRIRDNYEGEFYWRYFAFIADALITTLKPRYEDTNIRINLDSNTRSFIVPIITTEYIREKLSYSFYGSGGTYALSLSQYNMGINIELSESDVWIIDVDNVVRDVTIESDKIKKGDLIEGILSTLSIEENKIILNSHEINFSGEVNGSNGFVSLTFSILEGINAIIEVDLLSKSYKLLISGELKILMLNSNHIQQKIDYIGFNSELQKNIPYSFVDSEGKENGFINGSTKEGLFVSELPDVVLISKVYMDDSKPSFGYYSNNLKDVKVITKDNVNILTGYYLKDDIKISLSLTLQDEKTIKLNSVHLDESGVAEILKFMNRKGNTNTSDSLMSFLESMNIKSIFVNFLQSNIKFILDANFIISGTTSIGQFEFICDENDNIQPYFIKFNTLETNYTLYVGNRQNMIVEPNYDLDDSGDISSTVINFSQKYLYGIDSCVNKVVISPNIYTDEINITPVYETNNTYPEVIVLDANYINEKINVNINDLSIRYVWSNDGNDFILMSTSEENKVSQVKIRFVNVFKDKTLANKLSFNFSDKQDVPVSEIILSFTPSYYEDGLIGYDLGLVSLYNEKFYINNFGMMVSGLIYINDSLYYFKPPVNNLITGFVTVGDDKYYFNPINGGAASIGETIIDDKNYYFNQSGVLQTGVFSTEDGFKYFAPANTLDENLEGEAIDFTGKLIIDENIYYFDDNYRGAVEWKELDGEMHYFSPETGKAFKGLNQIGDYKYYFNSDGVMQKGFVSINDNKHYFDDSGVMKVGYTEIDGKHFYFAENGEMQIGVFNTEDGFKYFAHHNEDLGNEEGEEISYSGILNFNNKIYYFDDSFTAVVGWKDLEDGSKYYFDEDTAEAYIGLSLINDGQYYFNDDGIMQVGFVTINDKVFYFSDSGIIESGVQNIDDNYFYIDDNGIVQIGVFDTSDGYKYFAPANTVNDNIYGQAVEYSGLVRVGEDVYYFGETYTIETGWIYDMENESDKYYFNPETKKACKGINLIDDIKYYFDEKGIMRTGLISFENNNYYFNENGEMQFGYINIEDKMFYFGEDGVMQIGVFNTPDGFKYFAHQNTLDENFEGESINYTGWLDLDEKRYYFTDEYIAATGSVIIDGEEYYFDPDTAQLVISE
PrPC surface inh – cell surface PrPC inhibition, primary TR-FRET screen | P04156 | TR-FRET read-out | inhibition, % at 13.8 µM | hit rate 0.43% among 370,000; in the data active means inhibition above about 24%; further: 0% = median of the test wells and 100% = reference compound wells
Y pestis TopoI – Y. pestis Topo-I inhibition via cleavage products; Y. pestis Topo-I cleavage product accumulation, plate reader; activity, % at 10 µM; hit rate 0.064% among 360,000; AID 504884; in the data active means activity above about 50%, passing the limit was not always enough; inconclusive means no clear call, values can overlap the other calls; further: inactives centre near 2
BH1578 lux ind – quorum light induction in luxS cqsA deficient V. cholerae; activation, % at 18.7 µM; V. cholerae BH1578 lux reporter, luminescence, 6 h; hit rate 0.16% among 350,000; in the data active means activation mostly above about 9.7%, no sharp cut-off; inconclusive means no clear call, values can overlap the other calls; inactive means mostly below about 3.7%; further: not every result past the cut was called active; inactives centre near 0; reference of the scale not given here
PriA SSB inh – inhibitors of Klebsiella pneumoniae PriA binding to SSB C-terminal tail. hit rate 0.6% among 430,000. AlphaScreen SSBct-PriA binding, biotinylated peptide. inhibition, % at 33 µM; in the data active means inhibition mostly above about 37%, no sharp cut-off; inactive means mostly below about 20%;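 further: plate controls were negative control peptide for no effect and reference peptide for full effect; strong numbers were not always called active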
Anthrax LF inh2 – inhibitors of Bacillus anthracis lethal factor protease; inhibition, % at 10 µM; P15917; hit rate 0.12% among 360,000; multiplex microsphere protease cleavage assay, LF; AID 588501; further: plate controls were buffer without enzyme for full effect and enzyme alone for no effect
BoNT A protease – BoNT A light chain protease inhibition; multiplex microsphere protease substrate cleavage, flow cytometry; inhibition, % at 10 µM; hit rate 0.17% among 360,000; AID 588499; further: plate controls were buffer without enzyme for full effect and enzyme alone for no effect
3CLpro inhibitor – SARS-CoV 3CLpro protease inhibition; hit rate 0.14% among 290,000; P0C6X7; inhibition, % at 6 µM; AID 1706; recombinant SARS-CoV 3CLpro, quenched FRET peptide cleavage; in the data active means inhibition above about 12%
PfHsp40 yeast – compounds rescuing yeast from Plasmodium falciparum HSP40 toxicity; S. cerevisiae expressing PfHsp40, growth rescue, ATP luminescence; growth rescue, % at 12.5 µM; hit rate 0.68% among 340,000; in the data active means growth rescue above about 28%, passing the limit was not always enough; inconclusive means no clear call, values can overlap the other calls;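 further: yeast W303a lacking pdr1 and pdr3 grown in galactose medium; growth measured after three days at 30 °C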
* hit, by the source's call; i = inactive; ? = inconclusive; / = not tested or not shown; & = joins results of further samples. Unless noted, no stated cut-off is given here; in the data, active means inhibition above about 30%; inconclusive means no clear call, values can overlap the other calls; inactive means below that. This is a subset, so the mix of outcomes need not match the whole.

SMILES	TcdB GH inh	PrPC surface inh	Y pestis TopoI	BH1578 lux ind	PriA SSB inh	Anthrax LF inh2	BoNT A protease	3CLpro inhibitor	PfHsp40 yeast
c1ccc(OCCOc2cccc3cccnc23)cc1	0.6	2	0	-0.2	-13	-1	0.7	1	-0.6
O=C(COc1ccc(Cl)cc1)Nc1ccccc1Cl	-0.3	-1	10	i	-3	8	1.0	3	0.4
Cn1cc(C(=O)N2CCc3ccccc3C2)c(=O)c2cc(S(=O)(=O)N3CCOCC3)ccc21	1.6	-2	8	-0.7	-18	-5	-0.5	2	-0.5
COc1ccc2c(c1C)CCC(C)(C#N)C2=O (stereo not drawn)	-2.4	-1	12	i	0	-6	-0.5	/	-1.2
O=C(O)c1ccc(NC2=C/C(=N/S(=O)(=O)c3ccccc3)c3ccccc3C2=O)cc1	0.7	-35	-5	i	/	-7	-1.3	9	0.2
CCOc1ccc(N2CC(C(=O)NCCc3ccccc3)CC2=O)cc1 (stereo not drawn)	-1.1	-2	3	i	-17	2	2.9	0	0.3
CC(=O)Nc1cccc(NC(=O)CSc2nnc(Cc3cccn3C)n2CCc2ccccc2)c1	/	-5	5	-0.2	16	-1	-0.3	4	-0.6
COc1ccc(C(=O)NCC(=O)N/N=C/c2cn[nH]c2-c2ccccc2)cc1	0.8	-7	7	i	/	-2	0.1	0	-0.4
Cc1cc2cc(CNS(=O)(=O)c3ccccc3)ccc2n1C	1.1	35*	4	-1.0	16	-64	83*	-3	3.5
Cc1nc(NC(=O)/C=C/c2ccccc2)n[nH]1	0.3	8	2	i	0	0	0.2	1	2.4
CC(C)CCOCC(=O)Nc1cccc(C(=O)O)c1	/	-2	4	8.3	-9	-2	-0.5	-3	1.0
N#CC1(NC(=O)CN2C(=O)c3ccccc3C2=O)CCCCC1	0.2	-2	8	i	0	1	0.5	/	-0.6
COc1ccc(NC(=O)COc2ccc(S(=O)(=O)N3CCOCC3)cc2C)cc1OC	0.1	-11	-6	-0.5	-3	-2	1.0	2	-0.2
COc1cccc(OCc2cc(C(=O)NCCc3cccc(C)n3)no2)c1	0.8	-2	16	-0.3	0	0	0.4	1	0.4
Cc1ccc(NC(=O)Cn2cc(C=O)c3ccccc32)cc1	1.8	7	0	0.3	-18	-13	-0.8	-3	1.3
COc1cccc2c1C(=O)c1ccc3ccccc3c1C2=O	/	/	8	-5.6	27	28	34*	3	2.7
CCc1nn(CC(=O)N2CCC(C)CC2)c(=O)c2cccn12	0.1	3	-6	-0.4	-1	1	1.2	-1	0.2
CCOc1ccc(N)cc1	0.4	5	2	-0.9	6	-11	0.5	/	-0.9
COc1cc(OC)cc(C(=O)Nc2ccc(C(=O)c3ccncc3)cc2)c1	1.4	10	5	-0.6	-12	-4	-1.1	0	0.3
Cc1cccc(C(=O)Oc2ccccc2/C=N/NC(=O)c2ccc(NC(=O)C(C)(C)C)cc2)c1	0.7	-3	27	0.0	/	-2	-1.0	-1	1.0
CCOC(=O)C1CCCNC1=O (stereo not drawn)	0.1	-8	1	-0.2	-2	0	-1.0	2	-0.6
CCn1nnnc1SCC(=O)N1CCN(Cc2ccc3c(c2)OCCO3)CC1	-0.6	2	2	i	9	4	-0.7	/	0.1
COc1ccccc1OCc1nc(C#N)c(NCCCn2ccnc2)o1	2.2	1	?	-1.4	4	-2	0.5	0	-0.5
Cc1ccc(N2C(N)=C(C#N)C(c3cc(CN4CCOCC4)cs3)C3=C2CC(C)(C)CC3=O)cc1 (stereo not drawn)	1.1	-7	-1	2.9	4	1	-0.1	3	2.8
O=C(NCC1CC1)c1ccc2c(c1)S(=O)(=O)c1cc(Cl)ccc1C2=O	-0.6	-35	3	i	-5	-8	-1.3	/	0.2

Sorted by heavy-atom count (ascending): 12 of the compounds above
SMILES	TcdB GH inh	PrPC surface inh	Y pestis TopoI	BH1578 lux ind	PriA SSB inh	Anthrax LF inh2	BoNT A protease	3CLpro inhibitor	PfHsp40 yeast
CCOC(=O)C1CCCNC1=O (stereo not drawn)	0.1	-8	1	-0.2	-2	0	-1.0	2	-0.6
Cc1nc(NC(=O)/C=C/c2ccccc2)n[nH]1	0.3	8	2	i	0	0	0.2	1	2.4
CC(C)CCOCC(=O)Nc1cccc(C(=O)O)c1	/	-2	4	8.3	-9	-2	-0.5	-3	1.0
c1ccc(OCCOc2cccc3cccnc23)cc1	0.6	2	0	-0.2	-13	-1	0.7	1	-0.6
Cc1cc2cc(CNS(=O)(=O)c3ccccc3)ccc2n1C	1.1	35*	4	-1.0	16	-64	83*	-3	3.5
N#CC1(NC(=O)CN2C(=O)c3ccccc3C2=O)CCCCC1	0.2	-2	8	i	0	1	0.5	/	-0.6
O=C(NCC1CC1)c1ccc2c(c1)S(=O)(=O)c1cc(Cl)ccc1C2=O	-0.6	-35	3	i	-5	-8	-1.3	/	0.2
COc1ccccc1OCc1nc(C#N)c(NCCCn2ccnc2)o1	2.2	1	?	-1.4	4	-2	0.5	0	-0.5
COc1cc(OC)cc(C(=O)Nc2ccc(C(=O)c3ccncc3)cc2)c1	1.4	10	5	-0.6	-12	-4	-1.1	0	0.3
CCn1nnnc1SCC(=O)N1CCN(Cc2ccc3c(c2)OCCO3)CC1	-0.6	2	2	i	9	4	-0.7	/	0.1
O=C(O)c1ccc(NC2=C/C(=N/S(=O)(=O)c3ccccc3)c3ccccc3C2=O)cc1	0.7	-35	-5	i	/	-7	-1.3	9	0.2
Cn1cc(C(=O)N2CCc3ccccc3C2)c(=O)c2cc(S(=O)(=O)N3CCOCC3)ccc21	1.6	-2	8	-0.7	-18	-5	-0.5	2	-0.5

New compounds follow
SMILES	TcdB GH inh	PrPC surface inh	Y pestis TopoI	BH1578 lux ind	PriA SSB inh	Anthrax LF inh2	BoNT A protease	3CLpro inhibitor	PfHsp40 yeast
C/C(=N\NC(=O)c1cccc2ccccc12)c1ccccn1	1.4	-4	-3	i	/	4	-1.8	4	-0.1
CCc1cc(OCCCCNCc2ccccc2)ccc1Cl	/	8	-8	i	-11	-5	0.5	2	1.6
Cc1ccc(C(=O)NCC(=O)OCC(=O)c2ccc(Br)s2)cc1	2.9	9	-4	-0.2	-3	/	/	/	2.8
O=C(CN1C(=O)NC2(CCCCCC2)C1=O)NC1CCCCCCC1	1.2	8	0	i	-15	0	0.1	2	-0.8
C[C@H](CO)NC(=O)c1nc[nH]c1C(=O)N[C@@H](C)c1ccccc1	1.6	3	-2	-2.3	/	-8	-0.8	/	/
Clc1ccccc1-c1ccc2nccn2c1	-1.4	0	9	-0.6	/	2	-0.2	/	/
O=C(NNC1=Nc2ccccc2SC1)c1ccccc1F	1.1	7	-2	-0.3	-5	-1	0.6	-4	0.0
O=C(CCCN1C(=O)c2ccccc2C1=O)NCCC1=CCCCC1	-0.8	2	0	-0.2	-2	3	?	-3	0.0
Fc1ccc(-n2c(-c3ccc4ccccc4n3)n[nH]c2=S)cc1	0.4	-5	3	-0.5	5	0	-0.1	7	0.6
Cc1noc(C)c1CSCC(=O)Nc1nc2ccc(F)cc2s1	0.9	3	5	i	-5	0	1.7	/	-0.9
Cc1ccccc1N(C(=O)c1csnn1)C(C(=O)NC1CCCCC1)c1ccncc1 (stereo not drawn)	-1.1	4	4	-0.3	1	0	-0.2	6	0.7
CCOc1cc(C2c3c(oc4ccccc4c3=O)C(=O)N2c2nccs2)ccc1O (stereo not drawn)	-0.3	-5	-2	i	-2	2	-1.6	-2	-0.3
COc1ccccc1-c1nnc(NC(=O)CCS(=O)(=O)c2ccc(F)cc2)o1	0.0	-5	4	i	/	0	-0.1	/	/
CCOC(=O)N1CCN(c2cc(N3CCOCC3)c(F)cc2[N+](=O)[O-])CC1	1.6	-6	15	-0.2	-3	-5	0.1	1	0.4
Cc1cc(NC(c2cccnc2)c2c(C)[nH]c3ccccc23)no1 (stereo not drawn)	/	-4	2	i	-5	-1	-1.6	-1	1.3
CC(C)OC(=O)CC(=O)CSc1nc2c(cc1C#N)CCC2	/	-1	1	-0.9	-14	4	0.2	-3	20
COc1cccc2c1C(=O)O/C2=C/c1ccc2c(c1)OCO2	/	1	-2	9.7	/	-6	0.5	1	0.5
O=C(O)c1cccc(Nc2ccc([N+](=O)[O-])c3nonc23)c1	6.8	-38	8	-0.4	-5	-20	-0.5	-3	-3.5
Cn1cnc2c(NCc3ccco3)ncnc21	0.9	-7	0	-0.4	-4	2	-0.7	-2	2.4
Cc1ccc(OCc2cc(C(=O)NCCc3cccnc3)no2)cc1C	1.2	11	12	0.5	-1	0	-0.2	1	2.4
Cc1onc(C(=O)NN)c1-c1csc(COc2ccc(Cl)cc2)n1	/	/	20	-0.4	-14	/	/	-2	-0.5
CCCC(=O)N=c1sc2c(OC)ccc(OC)c2n1C	-0.3	7	2	-0.7	-13	-4	0.9	-7	-0.9
CCNC(=S)NNC(=O)c1c(Cl)c(C)nn1C	/	1	0	-0.3	-4	-1	0.4	7	0.6
COc1cc(/C=C/c2nc3ccccc3c(=O)[nH]2)ccc1O	2.1	-7	-3	i	/	2	0.2	/	/
Cn1c2c(c(=O)n(C)c1=O)CN(CCc1ccccc1)CN2	/	5	7	i	-15	-1	-0.5	2	0.9
SMILES	TcdB GH inh	PrPC surface inh	Y pestis TopoI	BH1578 lux ind	PriA SSB inh	Anthrax LF inh2	BoNT A protease	3CLpro inhibitor	PfHsp40 yeast
CN1CCc2c(sc(NC(=O)C3CCCN3S(=O)(=O)c3ccc(Cl)s3)c2C(N)=O)C1 (stereo not drawn)	0.5	-5	17	i	0	-4	-4.3	/	-0.6
CC(=O)c1ccc(OCC(=O)OCC(=O)NCc2ccco2)cc1	0.6	0	3	0.4	-6	-10	0.5	/	-1.6
COc1ccc(NC(=O)Cn2c(CCC(=O)O)ccc2-c2ccccc2)cc1	0.3	2	4	-0.2	7	-5	0.0	0	-1.3
COc1cc(/C=C/C(=O)N2CCC=CC2=O)cc(OC)c1OC	1.8	2	0	i	7	2	-0.1	/	2.4
COc1cc(OC)cc(C(=O)NC(=S)N2CCCCC2c2cccnc2)c1 (stereo not drawn)	0.8	7	3	-0.4	10	-11	-0.6	8	0.2
COc1cccc(OC)c1C(=O)Nc1cccc(-c2nc3ccccc3[nH]2)c1	1.0	3	-4	-0.3	7	1	0.9	6	0.2
CC(C)Oc1ccc(C(=O)Nc2ccc(N(C)C)cc2)cc1	0.0	9	-9	0.8	4	-19	-0.4	2	-0.7
O=C(Nc1ccc(OC(F)(F)F)cc1)C1CCCCN1S(=O)(=O)c1ccccc1 (stereo not drawn)	1.1	16	20	4.7	-10	2	2.7	/	11
Clc1ccc2c(c1)C(N1CCNCC1)=Nc1ccccc1O2	1.3	-9	1	i	-1	-10	-0.1	-3	4.8
Cc1cccc(-n2c(N)cc(=O)[nH]c2=S)c1C	/	-3	-6	-0.8	-3	-6	-0.8	-7	-0.2
CC1=CC(=O)OC2CC3OC4C[C@@H](C)C5OC6CC7O[C@]8(C)C/C=C\C9OC%10CC%11OC(CC(C)C%12OCCO%12)CC(O)[C@]%11(C)OC%10CC9OC8C[C@]7(C)O[C@]6(C)CCC5OC4C[C@]3(C)OC12 (stereo partly drawn)	/	/	8	0.5	-6	1	0.2	/	/
CC(Oc1ccc(Br)cc1)c1nc2c3ccccc3nc(=S)n2[nH]1 (stereo not drawn)	0.4	3	1	-0.5	-10	-2	4.4	10	5.0
O=C1[C@H]2CC3CCC2(O3)[C@@H]2OCCCN12 (stereo partly drawn)	-0.2	0	4	-5.4	-13	-6	-0.5	/	5.3
CC1/C(=C\c2ccc(Cl)cc2)C(=O)C2CC1C2(C)C (stereo not drawn)	/	-4	14	i	-31	-4	-0.2	2	-1.0
COc1ccc(C(=O)NCC2CCCO2)cc1 (stereo not drawn)	/	4	-1	-0.6	-8&-8	0	2.5	4	-0.4
Cc1ccccc1-n1c(-c2cccnc2)n[nH]c1=S	1.4	/	-5	-0.2	-4	-2	-3.0	-2	-1.1
O=C(CCCN1C(=O)S/C(=C/C=C/c2ccccc2)C1=O)Nc1ccc(C(=O)O)cc1	-1.8	-7	11	-7.7	1	-2	-0.8	2	3.6

High-throughput results deposited in PubChem by several laboratories.
